Source: PubChem BioAssay (several laboratories)
CHOP inh – blocks CHOP induction under ER stress. AID 2732. 220,000 tested, 3.8% active. CHO-K1 CHOP-promoter luciferase, tunicamycin-induced, 15-18 h. inhibition, % at 10 µM;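 active means compounds that reduced the stress-induced luciferase reporter signal by more than about 70% of percent inhibition, limit read from the data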;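 further: 0% = tunicamycin plus vehicle and 100% = wells without tunicamycin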
p47phox inh – inhibitors of human p47phox binding; inhibition, % at 24.7 µM; P14598; 220,000 tested, 0.53% active; p47phox/p22phox peptide binding, fluorescence polarization, 2 h; AID 1274;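 active means inhibition above about 30%, limit read from the data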;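 further: 0% = p47phox with labelled peptide and 100% = labelled peptide alone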
NPY-Y1 antag – antagonists of human neuropeptide Y receptor Y1; inhibition, % at 3.6 µM; P25929; HEK293-CNG Y1 cells, membrane potential fluorescence; NPY at EC95, then isoproterenol; 200,000 tested, 1% active;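 active means inhibition above the campaign mean inhibition of all tested compounds plus 3 SD, cut at about 20% in these data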;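 further: 0% = DMSO wells given NPY plus isoproterenol and 100% = isoproterenol alone without NPY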
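Material: HEK293 cells co-expressing NPY Y1 receptor and cyclic-nucleotide gated channel. Timing: compound incubation 1 h at room temperature, readout 45 min post-stimulation. Signal: fluorescence, membrane potential probe.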
S1P4 antag – blocks the human S1P4 receptor; O95977; S1P4-expressing cells, antagonist mode, reporter read-out; inhibition, % at 4.98 µM; 220,000 tested, 0.26% active; in the data active means inhibition above about 29%;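 further: 0% = wells stimulated with agonist and 100% = vehicle wells without agonist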
Target sequence (O95977 whole entry, looked up): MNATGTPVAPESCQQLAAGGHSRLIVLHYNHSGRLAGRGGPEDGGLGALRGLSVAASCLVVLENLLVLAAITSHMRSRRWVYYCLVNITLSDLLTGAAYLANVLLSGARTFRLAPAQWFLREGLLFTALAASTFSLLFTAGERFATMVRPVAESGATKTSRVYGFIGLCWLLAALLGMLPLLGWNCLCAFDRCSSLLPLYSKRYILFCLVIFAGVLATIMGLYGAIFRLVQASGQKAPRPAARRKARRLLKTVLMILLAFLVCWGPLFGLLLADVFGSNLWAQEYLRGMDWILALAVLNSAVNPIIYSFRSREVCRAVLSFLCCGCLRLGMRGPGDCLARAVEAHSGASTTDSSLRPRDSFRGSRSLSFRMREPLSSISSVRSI
Ba/F3 V617F tox – lowers viability of Ba/F3 cells expressing EpoR and JAK2V617F; ATP luminescence; inhibition, % at 5.6 µM; 220,000 tested, 1.1% active; AID 1446;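 active means inhibition above the campaign mean plus 3 SD over all tested compounds, cut at about 24% in these data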;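 further: cytokine-independent growth of Ba/F3 cells driven by EpoR plus mutant JAK2; 0% = DMSO-treated cells and 100% = JAK inhibitor I control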
BaF3 parental – counter-screen for JAK2V617F inhibitors: parental Ba/F3 viability inhibitors; inhibition, % at 5.6 µM; 220,000 tested, 1.1% active; AID 1486; CellTiter-Glo ATP luminescence;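 active means inhibition above a per-campaign cutoff, the mean inhibition of all tested compounds plus 3 SD, cut at about 27% in these data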;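 further: 0% = DMSO wells and 100% = JAK Inhibitor I control wells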
NPY-Y2 PAM-ag – potentiators or agonists of human neuropeptide Y receptor Y2 | activation, % at 3.6 µM | cells expressing NPY-Y2, potentiator/agonist read-out | 220,000 tested, 0.45% active | P49146; in the data active means activation above about 27%;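 further: cells stimulated with NPY near EC25 plus isoproterenol at EC100; 0% = vehicle plus submaximal agonist and 100% = vehicle plus saturating agonist; some results beyond the cut were filed as inactive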
Target sequence (P49146 whole entry, looked up): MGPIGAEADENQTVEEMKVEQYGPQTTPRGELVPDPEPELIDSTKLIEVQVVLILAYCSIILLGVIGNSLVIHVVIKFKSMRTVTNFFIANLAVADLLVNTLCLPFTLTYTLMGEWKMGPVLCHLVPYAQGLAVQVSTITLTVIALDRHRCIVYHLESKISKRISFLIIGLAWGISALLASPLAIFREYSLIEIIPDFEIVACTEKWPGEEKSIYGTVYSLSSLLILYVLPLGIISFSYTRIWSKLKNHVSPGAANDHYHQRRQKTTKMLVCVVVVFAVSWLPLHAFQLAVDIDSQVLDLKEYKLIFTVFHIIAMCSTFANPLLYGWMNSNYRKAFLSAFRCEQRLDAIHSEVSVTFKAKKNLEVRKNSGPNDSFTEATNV
S1P4 agonist – activates the human S1P4 receptor; O95977; activation, % at 4.98 µM; AID 1509; 220,000 tested, 0.35% active; S1P4-expressing cell line, agonist reporter assay; in the data active means activation above about 11%;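 further: 0% = DMSO vehicle and 100% = reference agonist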
NPY1 pot ag – potentiators or agonists of human neuropeptide Y receptor Y1; NPY-Y1 expressing cells, potentiator/agonist activation; activation, % at 3.6 µM; 220,000 tested, 0.37% active; AID 1304; in the data active means activation above about 33%, passing the limit was not always enough;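 further: cells stimulated with NPY at EC10 then isoproterenol at EC100; 0% = low agonist plus stimulus and 100% = saturating agonist plus stimulus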
The depositor's hits bear a star; · = no result given.

SMILES	CHOP inh	p47phox inh	NPY-Y1 antag	S1P4 antag	Ba/F3 V617F tox	BaF3 parental	NPY-Y2 PAM-ag	S1P4 agonist	NPY1 pot ag
CC(C)(C)NC(=O)C(c1ccc(F)cc1)N(Cc1ccccc1Cl)C(=O)c1ccn[nH]1 (centres undefined)	33	16	-2	-8	-2	4	-2	-0.3	-5
Cc1ccc2[nH]c(=O)c(CN(CCCO)S(=O)(=O)c3cccc4nsnc34)cc2c1	53	-2	-2	6	17	3	15	0.0	8
Oc1cccc2ccc(/C=C/c3ccc(Br)s3)nc12	28	-7	-2	-5	-1	4	-8	-0.4	-5
Cc1ncc(S(=O)(=O)c2ccccc2)c(-c2ccc(Cl)cc2Cl)n1	28	-2	9	2	3	4	17	1.2	27
Cc1cc(NC(=O)CN2C(=O)CC(c3ccco3)Sc3ccccc32)no1 (centres undefined)	24	-15	-4	-3	-1	4	13	0.8	2
Cc1cccc(C(=O)NC2CCN(CC(=O)NCc3cccs3)CC2)c1	12	0	7	0	-5	3	0	2.8	1
COc1ccc(NC(=S)NCC2CCCO2)c(OC)c1 (centres undefined)	12	-18	2	-9	1	3	2	-1.0	-7
CC(C)(C)C(=O)CCN1C(=O)C2(OCCO2)c2ccccc21	20	-13	2	-1	2	7	-5	-1.4	-3
Cc1nc2ncnn2c(C)c1CCC(=O)N1CC(C)CC(C)C1 (centres undefined)	17	-9	1	1	-2	5	15	0.6	3
COc1ccccc1OCc1ccc(C(=O)Nc2ccc(Cl)cn2)o1	56	-6	13	-17	-2	3	-8	0.9	-13
CCn1cc(C(=O)N2CCN(C3CCCCC3)CC2)c2cc(OC)c(OC)cc2c1=O	29	-12	2	-20	6	4	7	-1.4	-25
Cc1ccc(S(=O)(=O)Nc2ccc(Cl)cc2)cc1NC(=O)c1cc2c(s1)CCCC2	104*	-10	-6	-4	-3	2	-12	1.6	0
O=[N+]([O-])/C=C\c1ccc(N2CCCC2)c(F)c1	109*	36*	2	6	2	1	-5	2.7	1
Cc1onc(-c2c(Cl)cccc2Cl)c1C(N)=S	12	-2	1	2	-3	-5	10	0.0	11
COc1cc(C(=O)Nc2ccc(NC(C)=O)cc2)ccc1OCc1ccccc1	16	-14	-4	-21	2	7	2	2.8	-16
COCC(C)n1c(C)cc(C(=O)CSc2nc3ccccc3c(=O)[nH]2)c1C (centres undefined)	10	-8	-4	-10	-4	5	7	-1.4	-12
CC1(C)C=Cc2c(c3c(c4c(=O)c(-c5ccc(O)cc5)coc24)OC(C)(C)CC3)O1	92*	-2	-2	14	10	2	-7	-0.5	13
Cc1ccccc1-n1nc(C(=O)c2cccs2)cc(-c2nc3ccccc3[nH]2)c1=N	-66	-8	-6	-5	-1	3	26	0.6	48*
Cc1ccccc1NC(=O)CC1SC(=Nc2ccc(O)cc2)NC1=O (centres undefined)	-3	-10	·	1	2	-1	14	-2.3	5
C=COC(=O)CSc1nc(-c2cccs2)ccc1C#N	·	·	-12	4	2	2	4	0.8	7
CC(C)(C)NC(=O)Cn1c(Cl)nc2ccccc21	-2	3	-1	-9	0	7	-6	1.1	6
CCn1ncc(CNC(=O)c2cccc([N+](=O)[O-])c2)c1C	11	-8	-5	-21	-1	3	5	-1.4	7
Cc1csc2ncc(C(=O)N3CCCc4ccccc43)c(=O)n12	-15	-1	0	-14	-4	3	17	0.2	5
Cc1ccc(N/N=C(\C#N)C(=N)N2CCCCCC2)cc1	9	9	1	0	-2	1	-2	0.8	23
O=C(O)/C=C/c1ccc([N+](=O)[O-])o1	27	-13	4	-1	0	4	-15	1.2	5
O=C(Nc1ncc(Cc2ccc(SC(F)F)cc2)s1)c1ccccc1	32	0	21*	-2	-2	3	4	1.7	-15
CC(C)NC(=S)N1CCN(C/C=C/c2ccccc2)CC1	20	-5	-3	4	3	8	-7	-2.2	13
Cc1ccc2c(c1)NC(=O)C(CC(=O)NCCCN1CCc3ccccc3C1)O2 (centres undefined)	7	-18	-3	-3	-2	1	-2	-2.3	-1
c1ccc(COc2ccc(CNCc3cccs3)cc2)cc1	29	-107	11	-6	-1	3	-26	0.1	-18
NC(=S)N/N=C\c1ccc(-c2cccc(Cl)c2Cl)o1	36	-4	5	5	1	5	-2	-4.3	0
O=C(c1ccc(S(=O)(=O)N2CCOCC2)cc1)N1CCN(c2ccccn2)CC1	5	0	-3	12	3	7	-9	-2.6	-12
O=C(CN1CCc2ccccc21)NCc1ccc2c(c1)OCO2	-5	-9	7	-10	1	6	-7	0.9	10
Cc1ccc(OC(=O)C2c3ccccc3Oc3ccccc32)cc1C	36	-9	9	-22	-2	1	2	0.8	-32
Cc1coc2cc3oc(=O)c4c(c3cc12)CCC4	22	-11	3	-19	-3	-2	-15	1.1	4
Cc1cc(NCc2ccccn2)n2ncc(-c3ccccc3)c2n1	-17	-11	·	-3	0	6	-8	-1.2	-6
O=C(NC1CCCC1)C(c1ccsc1)N(Cc1ccccc1)C(=O)Cc1cccs1 (centres undefined)	20	1	60*	9	1	8	-21	-0.1	-34
CCS(=O)(=O)c1ccc2oc(SCC(=O)NCCc3ccc(OC)cc3)nc2c1	-17	-13	-2	-6	-2	5	-1	8.5	7
O=C(NCc1ccco1)Nc1cccs1	-4	-6	-8	25	0	1	9	0.3	19
Cc1cccc(C)c1NC(=O)COc1cccc(/C=N/NC(=O)C(=O)NCc2ccccc2)c1	50	4	0	-4	0	3	0	0.5	-7
CN(C)S(=O)(=O)c1cccc(-c2cn3ccccc3n2)c1	4	1	-2	1	2	5	4	0.4	0
NC(=O)c1cc2ccc(O)cc2oc1=NCc1ccccc1	54	-5	-3	-79	-5	2	7	79*	-7
CC(C)(C)NC(=O)CN(C(=O)CS(=O)CC(=O)Nc1ccc(F)cc1)c1ccc(Cl)cc1 (centres undefined)	11	-3	-3	-6	1	6	5	-1.1	9
O=C(NC1CCN(C(=O)NCc2ccccc2)CC1)c1ccco1	-3	-8	-2	-19	-1	3	12	0.8	8
COc1ccccc1Sc1nc(-c2ccccn2)ncc1OC	29	-10	-3	-11	-4	2	5	1.7	1
COc1ccc(CCNC(=O)CSc2nc(O)c(CCC(C)C)c(=O)[nH]2)cc1OC	17	-10	-3	-7	-6	0	16	1.9	10
N#Cc1c(NCc2ccccc2)ccnc1NCc1cccnc1	·	-9	0	-13	-1	7	18	0.8	9
COc1ccc(C)cc1S(=O)(=O)N(CC(=O)Nc1cccc([N+](=O)[O-])c1)c1cc(C)cc(C)c1	43	-3	-4	-1	-2	0	7	-1.6	-11
CCc1c(C)nc2ncnn2c1N1CCN(S(=O)(=O)c2ccc(OC)cc2)CC1	12	-8	-5	2	-2	8	4	1.1	0
Cc1ccc(N/C(=C\C(=O)c2ccccc2)C(=O)O)cc1	-12	-3	0	-1	40*	9	-20	-0.5	-5
CC1CCCCC12NC(=O)N(CC(=O)Nc1ccccc1-c1ccccc1)C2=O (centres undefined)	36	12	4	5	1	7	-20	-1.4	-18
O=C(COc1ccccc1-c1ccccc1)NCc1cccc(Cl)c1	66	-11	6	-6	2	9	-7	-0.2	0
CCN1CCN(C(=O)CCCn2c(C)c3cnn(-c4ccccc4)c(=O)c3c2C)CC1	-3	5	6	-3	3	8	0	1.3	10
O=P(COCCCCCOCP(=O)(c1ccccc1)c1ccccc1)(c1ccccc1)c1ccccc1	3	5	2	-9	5	8	4	-1.8	6
COc1ccc(OC)c2sc(NC(=O)CCS(=O)(=O)c3ccccc3)nc12	·	·	-1	-14	0	5	1	-0.5	-12
O=C1CCC(C(=O)N(c2ccccc2)C2(C(=O)NC3CCCCC3)CCCCC2)N1 (centres undefined)	-18	-9	2	-1	2	3	-2	1.2	-11
COc1ccc(C)cc1NC(=O)C12CCC(C)(C(=O)O1)C2(C)C (centres undefined)	30	-4	6	12	0	1	-10	1.3	-11
O=C(CN1CCN(CC(=O)Nc2ccc3c(c2)OCO3)CC1)Nc1ccc(F)cc1	-3	-6	-3	8	-3	4	10	-0.5	18
Cc1nn(CC(=O)NCc2ccccn2)c(C)c1[N+](=O)[O-]	-13	·	-2	-8	1	6	-7	1.0	1
CCOC(=O)c1sc(NC(=O)CSc2nc3c(cc2C#N)CCC3)c(C#N)c1C	·	·	-6	-9	-5	-1	-13	-1.3	-19
CCN(C(=O)COC(=O)CNC(=O)c1ccc(C)s1)c1ccccc1	9	-7	1	-19	1	4	-11	0.6	-11

CHOP inh, what is marked active above
smiles	CHOP inh	p47phox inh	NPY-Y1 antag	S1P4 antag	NPY-Y2 PAM-ag	S1P4 agonist	NPY1 pot ag
Cc1ccc(S(=O)(=O)Nc2ccc(Cl)cc2)cc1NC(=O)c1cc2c(s1)CCCC2	104*	-10	-6	-4	-12	1.6	0
O=[N+]([O-])/C=C\c1ccc(N2CCCC2)c(F)c1	109*	36*	2	6	-5	2.7	1
CC1(C)C=Cc2c(c3c(c4c(=O)c(-c5ccc(O)cc5)coc24)OC(C)(C)CC3)O1	92*	-2	-2	14	-7	-0.5	13

Following part
SMILES	CHOP inh	p47phox inh	NPY-Y1 antag	S1P4 antag	Ba/F3 V617F tox	BaF3 parental	NPY-Y2 PAM-ag	S1P4 agonist	NPY1 pot ag
O=C(CCc1ccccc1)Nc1ccc(Cl)cn1	·	-12	9	2	67*	51*	-22	-2.2	-10
O=C(NCCc1csc(-c2ccccc2)n1)c1ccc(Br)o1	51	-11	2	3	3	8	-12	0.4	-12
Cc1c(Cl)c([N+](=O)[O-])nn1CCCC(=O)O	0	2	-3	-13	3	2	2	-1.7	-12
O=C(N1CCCC1)C12CCC3CC(CC(C3)C1)C2	28	-26	0	-24	1	8	3	2.4	-3
C=CCNC(=S)NCCCCC1NC(=S)N(CC=C)C1=O (centres undefined)	8	-18	-2	-11	2	4	-12	-0.8	-6
CCc1ccc(OCC(=O)OC2CCS(=O)(=O)C2)cc1 (centres undefined)	15	0	11	3	-2	4	-23	2.1	-14
CC(C)c1cc(C(=O)O)c2ccccc2n1	1	-5	·	-23	1	-2	-2	0.7	-10
COc1ccc(N=C2NC(=O)/C(=C\C=C\c3ccccc3)S2)cc1	65	-16	4	-5	3	13	-1	0.4	4
COc1ccc(N(C(=O)c2cccc([N+](=O)[O-])c2)S(=O)(=O)c2ccc3c(c2)n(C)c(=O)n3C)cc1	5	-10	3	-16	1	7	8	2.4	13
NC(=O)NC(=O)COC(=O)c1ccc(OC(F)(F)F)cc1	-1	-15	7	7	-3	4	4	-1.7	-17
Clc1ccc(C2=Nn3c(nnc3-c3n[nH]c4c3CCC4)SC2)cc1	·	-2	7	-9	55*	50*	-32	-0.7	-36
O=C(CN1C(=O)COc2ccccc21)NCCCN1CCN(Cc2ccccc2)CC1	-6	0	-3	2	1	2	-6	-0.2	-12
COc1ccc(NC(=O)C2(c3ccccc3)CCCC2)cc1	-1	-2	9	-3	-1	7	-11	1.0	10
CC(C)=CCN1CCN(Cc2ccc(C)s2)CC1CCO (centres undefined)	-4	-39	7	-1	-2	0	12	1.4	8
CCN(CC)CCN1C(=O)C(=O)/C(=C(/O)c2ccc(OC)cc2)C1c1ccco1 (centres undefined)	-38	-61	-5	1	-1	0	3	-0.8	12
CCOCCCNC(=O)C(NC(=O)Cc1c[nH]c2ccccc12)c1ccccc1 (centres undefined)	16	-4	8	13	1	7	-1	-1.1	12
O=C(O)c1cc2n(n1)C(C(F)(F)F)CC(c1ccccc1)N2 (centres undefined)	-5	-3	1	10	2	7	-18	0.3	-16

In a second layout: entries from further up
molecule,CHOP inh,p47phox inh,NPY-Y1 antag,S1P4 antag,Ba/F3 V617F tox,BaF3 parental,NPY-Y2 PAM-ag,S1P4 agonist,NPY1 pot ag
CCc1ccc(OCC(=O)OC2CCS(=O)(=O)C2)cc1 (centres undefined),15,0,11,3,-2,4,-23,2.1,-14
CC(C)c1cc(C(=O)O)c2ccccc2n1,1,-5,·,-23,1,-2,-2,0.7,-10
